Source: PubChem (National Center for Advancing Translational Sciences (NCATS))
TRHR PAM – qHTS for Small Molecule Agonists and Allosteric Enhancers of Human TRH Receptor: Primary Screen for Enhancers; Thyrotropin-releasing hormone receptor (Homo sapiens), P34981; TRHR cells, fluo-8 calcium fluorescence, EC20 TRH enhancement; enhancement, % at 2 µM; 360,000 tested, 0.66% active; AID 493056, 2011; in the data active = enhancement above about 30%; also: 0% is about no effect
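Enhancer read-out: after compound pinning and an initial kinetic agonist-mode read, an EC20 of TRH (10 nM final) was injected and fluo-8 calcium signal (Ex 480/Em 530) followed at 1 s/cycle for 100 cycles in TRHR-expressing cells.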
TrxR1 inh – qHTS Assay for Inhibitors of Mammalian Selenoprotein Thioredoxin Reductase 1 (TrxR1): qHTS. 390,000 tested, 1% active. Thioredoxin reductase 1, cytoplasmic (Rattus norvegicus), O89049. recombinant rTrxR1, NADPH fluorescence consumption, selenite substrate. Potency, µM (series often up to 114 µM), without a hit: top-dose activity change, negative = inhibition, hits mostly inhibitors; also: potency is read from the fitted curve at half-maximal effect; % is scaled to controls: 0 for no effect and ±100 for the full control effect; nearly all actives have a fitted effect of over 65% in size
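Rat TrxR1 (90 nM in the dispensed reagent) was pre-reduced with 400 uM NADPH for 5 min at room temperature, then incubated with compound for 15 min. After 400 uM selenite was added, NADPH fluorescence (Ex 340/Em 450 nm) was followed for 8 min.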
D2 antagonist – HTS Assay for Allosteric Antagonists of the Human D2 Dopamine Receptor: Primary Screen for Antagonists; HEK293 TREx D2 cells, calcium flux, dopamine EC80; inhibition, % at 10 µM; 340,000 tested, 2% active; AID 485344, 2010; in the data active = inhibition above about 30%; also: 0% is about no effect
Target sequence (P14416 whole entry, looked up): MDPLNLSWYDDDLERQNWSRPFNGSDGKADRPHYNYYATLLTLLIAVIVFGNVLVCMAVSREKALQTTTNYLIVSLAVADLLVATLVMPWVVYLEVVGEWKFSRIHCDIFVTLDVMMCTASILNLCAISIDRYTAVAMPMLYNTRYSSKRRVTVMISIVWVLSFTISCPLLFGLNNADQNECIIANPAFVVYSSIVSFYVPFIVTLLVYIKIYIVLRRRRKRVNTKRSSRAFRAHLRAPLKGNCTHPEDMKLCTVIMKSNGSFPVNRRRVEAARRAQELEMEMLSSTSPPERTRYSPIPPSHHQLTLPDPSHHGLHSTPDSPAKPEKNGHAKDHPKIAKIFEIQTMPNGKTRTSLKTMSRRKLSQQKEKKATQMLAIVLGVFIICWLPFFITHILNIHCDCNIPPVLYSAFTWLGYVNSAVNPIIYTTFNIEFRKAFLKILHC
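Tetracycline-induced HEK293 TREx cells expressing D2 receptor forced-coupled to calcium signalling, loaded with no-wash calcium dye. Compounds added and calcium flux read 180 s, then dopamine added at EC80 and read a further 180 s.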
TRHR agonist – qHTS for Small Molecule Agonists and Allosteric Enhancers of Human TRH Receptor: Primary Screen for Agonists; Thyrotropin-releasing hormone receptor (Homo sapiens), P34981; TRHR cells, calcium flux fluo-8, FDSS agonist mode; activation, % at 2 µM; 360,000 tested, 0.18% active; in the data active = activation above about 30%; also: 0% is about no effect
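Agonist-mode FDSS calcium read (Ex 480/Em 530, 1 s cycles) in 1536-well TRHR cells with fluo-8 dye, after 10-cycle baseline and 23 nL compound addition; TRH at EC20 (10 nM final) added afterwards for the enhancer phase.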
USP1-UAF1 inh – Inhibitors of USP1/UAF1: Primary Screen. recombinant USP1/UAF1, Ub-Rhodamine cleavage fluorescence. Potency, µM (highest dose often 57.1 µM), for inactives: top-dose activity change, negative = inhibition, most hits filed as inhibitors. 390,000 tested, 0.23% active; also: potency is read from the fitted curve at half-maximal effect; % is scaled to controls: 0 for no effect and ±100 for the full control effect; nearly all actives have a fitted effect of over 60% in size; inactives centre near -12
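USP1/UAF1 complex at 1 nM was preincubated with compound for 15 min at room temperature, then Ub-Rho substrate (150nM final) was added. Fluorescence (480/540 nm) was read kinetically, 6 reads every 60 seconds.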
D2 ag – HTS Assay for Allosteric Agonists of the Human D2 Dopamine Receptor: Primary Screen for Agonists | D(2) dopamine receptor (Homo sapiens), P14416 | HEK293 T-REx D2 cells, calcium flux agonist mode | activation, % at 2 µM | 340,000 tested, 0.53% active;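 active = activation over 3 SD above normal in the single-dose calcium agonist read, cut at about 30% in these data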; also: 0% is about no effect
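Tetracycline-induced HEK293 T-REx cells with force-coupled D2 receptor, plated overnight at 30 C, loaded with no-wash calcium dye. After a 10 s baseline, compound was pin-added and calcium flux read kinetically for 180 s; calcium rises flagged agonists.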
Pin1 inhibitor – qHTS Assay to Find Inhibitors of Pin1. Peptidyl-prolyl cis-trans isomerase NIMA-interacting 1 (Homo sapiens), Q13526. Pin1 FP peptide displacement, HiFluor488, 10 min. Potency, µM (titrated, usually from 115 µM), for inactives: at the top dose activity, negative = inhibition, usual class: inhibitors. 390,000 tested, 0.009% active. AID 504891, 2011; active = well fitted inhibition curve with a large enough effect in the polarisation, with a control signal flat, not every such curve was filed as active; inconclusive = small, poorly fitted or top-dose-only effect, or effect the other way, or a change in a side signal; inactive = no such curve, though single readings can be large or run the other way; the % refers to the polarisation; also: potency is read from the fitted curve at half-maximal effect; % is scaled to controls: 0 for no effect and ±100 for the full control effect
Target sequence (Q13526 whole entry, looked up): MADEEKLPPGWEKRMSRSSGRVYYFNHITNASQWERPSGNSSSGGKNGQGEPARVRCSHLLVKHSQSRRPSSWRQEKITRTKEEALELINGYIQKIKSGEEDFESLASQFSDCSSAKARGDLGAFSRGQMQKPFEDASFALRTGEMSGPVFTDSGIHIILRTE
TrxR1 substrate – qHTS Assay for Substrates of Mammalian Selenoprotein Thioredoxin Reductase 1 (TrxR1): qHTS | Thioredoxin reductase 1, cytoplasmic (Rattus norvegicus), O89049 | purified TrxR1 substrate turnover, NADPH consumption readout | Potency, µM (top dose mostly 114 µM), inactives show top-dose activity change, negative = substrate turnover | 390,000 tested, 0.01% active | AID 588456, 2011; also: potency is read from the fitted curve at half-maximal effect; % is scaled to controls: 0 for no effect and ±100 for the full control effect; nearly all actives have a fitted effect of over 50% in size
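Rat TrxR1, dispensed at 90 nM, was prereduced with 400 uM NADPH (final) for 5 min at ~22 deg C, then incubated with compound 15 min before 400 uM selenite. A first-read NADPH fluorescence drop versus no-compound background flagged substrates.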
IDH1 R132H inh – qHTS for Inhibitors of mutant isocitrate dehydrogenase 1 (IDH1): qHTS. Isocitrate dehydrogenase [NADP] cytoplasmic (Homo sapiens), O75874. IDH1-R132H enzyme, NADPH consumption, diaphorase/resazurin fluorescence. Potency, µM (top dose mostly 76.6 µM), inactives show at the top dose activity change, negative = inhibition, most hits filed as inhibitors. 390,000 tested, 0.093% active. AID 602179, 2012; also: potency is read from the fitted curve at half-maximal effect; % is scaled to controls: 0 for no effect and ±100 for the full control effect; nearly all actives have a fitted effect of over 65% in size
Target sequence (O75874 whole entry R132H, stated change not applied): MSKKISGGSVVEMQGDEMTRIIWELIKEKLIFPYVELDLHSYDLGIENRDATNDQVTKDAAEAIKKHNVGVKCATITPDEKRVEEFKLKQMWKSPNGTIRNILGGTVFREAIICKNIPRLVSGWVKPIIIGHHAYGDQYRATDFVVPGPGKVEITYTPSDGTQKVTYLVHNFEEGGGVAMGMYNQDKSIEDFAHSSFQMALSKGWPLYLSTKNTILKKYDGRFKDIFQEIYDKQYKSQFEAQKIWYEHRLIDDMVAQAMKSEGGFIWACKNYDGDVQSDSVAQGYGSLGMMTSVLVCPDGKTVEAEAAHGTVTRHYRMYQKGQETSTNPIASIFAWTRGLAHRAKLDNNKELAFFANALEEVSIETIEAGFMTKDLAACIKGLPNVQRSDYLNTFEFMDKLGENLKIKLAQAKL
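IDH1-R132H (0.5 ug/mL) preincubated 30 min with compound, then NADPH (0.016 mM) and alpha-KG (2 mM) added; 80 min at RT, pH 7.5. Remaining NADPH coupled via diaphorase/resazurin to fluorescence (540/590 nm); concentration-response curves normalized to no-enzyme control.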
Numbers without * were called inactive; ? = inconclusive; / = not tested or not shown; [ ] = another dose, or the depositor's remark. Unless noted, calls follow the shape of the dose curve; as a rule, active = well fitted inhibition curve with a large enough effect; inconclusive = small, poorly fitted or top-dose-only effect; inactive = no such curve, though single readings can be large or run the other way. This is a subset; count on the stated rates, not on these rows.

SMILES	TRHR PAM	TrxR1 inh	D2 antagonist	TRHR agonist	USP1-UAF1 inh	D2 ag	Pin1 inhibitor	TrxR1 substrate	IDH1 R132H inh
CCOc1ccc(NC(=O)Nc2cc(C(C)C)ccc2C)cc1	-5	/	31*	-0.4	/	-0.9	/	/	/
O=C(c1ccccc1)N1CCN(CC2CC=CCC2)CC1 (stereo not given)	6	2%	12	-0.5	-20%	-0.1	-8%	0%	5%
O=C1CCC(C(=O)N2CCc3c(Cl)cccc3C2)CN1CCCN1CCOCC1 (stereo not given)	0	9%	9	0.5	-2%	1.7	-6%	8%	6%
Cc1ccccc1-n1nnnc1SC(C)C(=O)NC1CCCc2ccccc21 (stereo not given)	-5	-3%	15	-0.2	-7%	0.5	8%	-10%	0%
CC(C)c1ccc(C=NNc2ccc([N+](=O)[O-])cn2)cc1	/	-12%	/	/	-13%	/	-1%	-11%	-2%
COc1cc(CCC(=O)NCc2ccc3c(c2)CCN3C(=O)c2cccc(C)c2)cc(OC)c1OC	3	15%[57.1 µM]	/	-1.2	?	-1.6	?	0%[57.1 µM]	-7%
N#Cc1c(-c2ccco2)cc(-c2ccc(F)cc2)nc1N	-6	?	16	-0.1	-22%	-1.3	?	74%[activator][57.1 µM]	7%
Cc1cccnc1NC(=O)CNC(=O)c1cccs1	-4	3%	-7	0.1	-8%	-1.1	2%	-7%	2%
CC(C)(CN1CCN(C(c2ccccc2)c2ccccc2)CC1)NS(=O)(=O)c1ccccc1	-4	16%	-3	0.8	-14%	-1.4	1%	-4%	1%
Cc1ccc(C(=O)N2N=C(c3ccc(NS(C)(=O)=O)cc3)CC2c2cccs2)cc1 (stereo not given)	-4	-8%	11	0.8	-5%	-0.4	7%	-18%	-9%
CCN(C(=O)COC(=O)c1cc(S(=O)(=O)N(C)C)ccc1Cl)C1CCS(=O)(=O)C1 (stereo not given)	2	-13%	-12	0.5	-1%	1.1	-11%	-12%	-1%
CC(C)Oc1ccc2ccccc2c1C=O	-2	-8%	-8	0.2	-15%	-0.9	-10%	-12%	9%
O=C(O)CCC(=O)N1CCN(c2ncccn2)CC1	-6	16%	7	0.5	-19%	5.9	-6%	9%	3%
CCc1ccc(NC(=O)CS(=O)CC(=O)Nc2ccc(F)cc2F)cc1 (stereo not given)	3	4%[57.1 µM]	4	0.3	-5%	1.1	16%	1%	1%
Cc1ccc(NC(=O)c2oc3ccccc3c2NC(=O)C2CCCCC2)cc1	2	?	/	-1.9	-18%	-1.1	2%	29%	9%
CCn1c(=O)c2c(nc3n2CCCN3c2cccc(C)c2)n(C)c1=O	1	24%[57.1 µM]	8	-1.2	-14%	-0.5	-5%	3%[57.1 µM]	5%
CC(=O)c1c(C)[nH]c(C(=O)OCC(=O)Nc2ccc([N+](=O)[O-])cc2Cl)c1C	2	-15%	-5	0.9	-7%	0.1	-3%	-11%	2%
O=C(Nc1cccnc1)c1ccc(NC(=O)c2ccco2)cc1	10	-3%	3	0.5	-5%	-0.4	3%	2%	12%
COCCn1c(SCC(=O)NC(=O)NCc2ccccc2)nc2ccccc2c1=O	-1	9%	3	1.0	-2%	0.7	6%	0%	-4%
COc1ccc(-n2c(Cc3cccn3C)nnc2SCC(=O)Nc2cccc(NC(C)=O)c2)cc1	11	-11%	/	-0.1	8%	/	6%	-3%	2%
O=C(CSc1ncn[nH]1)Nc1c(Br)cc([N+](=O)[O-])cc1Br	-4	-13%	-17	-0.4	-24%	0.6	-1%	-7%	6%
CN1CCN(C(=O)/C(=C/c2ccccc2Cl)NC(=O)c2ccccc2)CC1	-5	25%[57.1 µM]	6	1.2	-16%	-2.3	-3%	-7%[57.1 µM]	1%
O=C(CNS(=O)(=O)c1cccs1)NCc1ccccc1	0	-4%	/	-0.3	-11%	/	-2%	-10%	-2%
CC(Oc1ccc(Cl)cc1Cl)C(=O)NCCC1=CCCCC1 (stereo not given)	-2	-4%	-2	0.0	-8%	-1.3	3%	-4%	7%
CSc1ccc(Cl)c(C(=O)Nc2nccs2)c1	1	14%	16	0.7	-8%	0.4	-8%	10%	15%
CC(c1ccccc1)N1C(=O)C2C3CCC(C3)C2C1=O (stereo not given)	0	-12%	-22	0.0	-5%	2.1	-3%	-14%	6%
Cc1c(C(=O)NCc2cccnc2)sc2ncn(CC(=O)N3CCCCC3C)c(=O)c12 (stereo not given)	-4	-4%	20	-0.1	-16%	1.3	2%	-6%	0%
COc1ccnc2c1c(=O)n(Cc1cccc(F)c1)c(=O)n2C	3	16%	2	0.4	-12%	-0.6	5%	-4%	6%
CCOc1ccccc1NS(=O)(=O)c1cc(-c2cnc(C3CC3)o2)ccc1C	8	5%[57.1 µM]	/	-1.6	-24%	/	9%	1%[57.1 µM]	/
Cc1c(Br)c(C(F)(F)F)nn1CC(=O)NCCCn1ccnc1	-1	11%[57.1 µM]	-5	0.3	-12%	0.2	-5%	9%[57.1 µM]	0%

Structures shown so far that have a nitro group on carbon, in the order listed:
SMILES	TRHR PAM	TrxR1 inh	D2 antagonist	TRHR agonist	USP1-UAF1 inh	D2 ag	Pin1 inhibitor	TrxR1 substrate	IDH1 R132H inh
CC(C)c1ccc(C=NNc2ccc([N+](=O)[O-])cn2)cc1	/	-12%	/	/	-13%	/	-1%	-11%	-2%
CC(=O)c1c(C)[nH]c(C(=O)OCC(=O)Nc2ccc([N+](=O)[O-])cc2Cl)c1C	2	-15%	-5	0.9	-7%	0.1	-3%	-11%	2%
O=C(CSc1ncn[nH]1)Nc1c(Br)cc([N+](=O)[O-])cc1Br	-4	-13%	-17	-0.4	-24%	0.6	-1%	-7%	6%

(cont.)
SMILES	TRHR PAM	TrxR1 inh	D2 antagonist	TRHR agonist	USP1-UAF1 inh	D2 ag	Pin1 inhibitor	TrxR1 substrate	IDH1 R132H inh
CCCOC(=O)c1ccc(NC(=O)Oc2ccccc2)cc1	2	21%	1	0.0	-6%	1.1	3%	5%	-15%
Cc1ccc2cc(COC(=O)c3ccco3)c(=O)[nH]c2c1	-6	?	-2	0.0	-10%	0.0	0%	3%	5%
Cc1ccc(S(=O)(=O)N2CCCC(C(=O)NCCC(C)C)C2)cc1 (stereo not given)	0	11%[57.1 µM]	-21	-1.6	-17%	0.0	-5%	3%[57.1 µM]	2%
O=C(c1cnsn1)N1CCN(c2ccccc2)CC1	-6	-13%	-12	-0.6	-5%	-0.4	-2%	-6%	-1%
COC(=O)c1c(S(=O)(=O)N2CCOCC2)c(C)n(C)c1C	-1	21%	16	0.5	-1%	0.1	3%	2%	-7%
C[C@H](CO)N1C[C@H](C)[C@@H](CN(C)C(=O)Nc2ccccc2)Oc2c(NC(=O)Nc3ccc4c(c3)OCO4)cccc2C1=O	/	-6%	/	/	-20%	/	-3%	4%	9%
CCc1ccc2[nH]c3nc(SCC(=O)NNC(=O)c4ccc(C(C)(C)C)cc4)nnc3c2c1	-2	?	-1	-0.6	-14%	0.7	0%	9%[57.1 µM]	0%
Cc1ccc(-c2cc(C(F)(F)F)n3nc(C(=O)NCC45CC6CC(CC(C6)C4)C5)cc3n2)cc1	24	5%[57.1 µM]	/	-0.1	5%	0.0	5%	-2%[57.1 µM]	-14%
CCOC(=O)c1[nH]c(C)c(C(=O)c2cc(F)ccc2F)c1C	-6	14%	1	-1.6	-6%	-0.2	-11%	8%[57.1 µM]	5%
Cc1ccc(S(=O)(=O)c2c(C)nn(C(C)(C)C)c2OC(=O)c2ccco2)cc1	-2	11%	-4	2.4	-16%	1.4	2%	2%[57.1 µM]	6%
Cn1cc(CNC(=O)C2CCC(=O)N(Cc3cccc(C(F)(F)F)c3)C2)cn1 (stereo not given)	3	7%	-6	0.0	-7%	-1.7	6%	-1%	-1%
Cc1cccc(OC(=O)c2sc(Cl)nc2C)c1	-1	3%	6	-0.4	-18%	-6.8	-2%	6%	2%
Cc1ccc(NC2CC(C)NC(=S)N2)cc1 (stereo not given)	4	-37%	0	0.6	-9%	0.7	-3%	-21%[57.1 µM]	0%
COC(=O)Nc1ccc(S(=O)(=O)N2CCC(Cc3ccccc3)CC2)cc1	-4	12%	-12	0.5	-7%	1.1	9%	-5%	-3%
CCOCCn1cnc2sc(C(=O)Nc3nc(C)c(C(=O)OCC)s3)c(C)c2c1=O	-5	/	-4	-0.4	/	0.0	/	/	/
COc1ccccc1C(=O)Nc1ccc(N2CCCCC2)cc1	7	-15%	-4	-1.1	-9%	-0.2	-2%	-14%	4%
O=c1c(CN2CCN(Cc3ccccc3)CC2)coc2ccc(Cl)cc12	6	22µM*	-7	0.5	?	1.1	-10%	13%	3%
COc1cccc(SCc2noc(C(=O)NCc3ccccc3)c2C(=O)NCc2ccccc2)c1	4	3%	/	0.2	-3%	/	-5%	-3%	4%[38.3 µM]
O=C(Nc1cccc(C(=O)O)c1)/C(=C/c1ccc([N+](=O)[O-])cc1)NC(=O)c1ccccc1	2	-2%[57.1 µM]	1	0.6	0%	-0.5	-7%	-6%[57.1 µM]	-2%
COC(=O)c1ccc(/C=N/NC(=O)CNc2cccc(C)c2)cc1	3	18%[57.1 µM]	12	0.9	-11%	-0.2	-7%	-5%	8%
